Compound activity as filed in PubChem.
STK33 inh: human STK33 kinase inhibition; inhibition, % at 10 µM; 320,000 compounds, 0.073% hits; purified STK33, MBP phosphorylation, ADP-Glo luminescence;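 active means inhibition at or above 25%, using the most active replicate where run in duplicate; inactive means inhibition below 25%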
Kir21 block: Kir2.1 (mouse) channel inhibition; P35561; HEK293-Kir2.1, FluxOR thallium flux fluorescence; hits give low values; B-score at 10 µM; 310,000 compounds, 0.85% hits; AID 1672;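 active means fluorescence ratio B-score at or below minus 3 SD of library scores, with starting-brightness B-score within 2 SD, cut at about -4.2 in these data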;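 further: channel flux triggered by added potassium and thallium sulfate stimulus; B-score of peak minus minimum fluorescence over baseline after thallium stimulus; more negative B-score means stronger Kir2.1 block with less thallium influx; some compounds called inactive have numbers as strong as hits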
KCNQ2 inh: KCNQ2 channel blockers in CHO-K1 cells – cell-based, FluxOR thallium flux, B-score, primary screen (AID 2156) | B-score at 10 µM | 20 min; hits give low values | 310,000 compounds, 1.1% hits;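 active means fluorescence ratio B-score at most minus 3 library SDs, with starting brightness B-score within 2 library SDs, cut at about -5.5 in these data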
Target sequence (O88943 whole entry, looked up): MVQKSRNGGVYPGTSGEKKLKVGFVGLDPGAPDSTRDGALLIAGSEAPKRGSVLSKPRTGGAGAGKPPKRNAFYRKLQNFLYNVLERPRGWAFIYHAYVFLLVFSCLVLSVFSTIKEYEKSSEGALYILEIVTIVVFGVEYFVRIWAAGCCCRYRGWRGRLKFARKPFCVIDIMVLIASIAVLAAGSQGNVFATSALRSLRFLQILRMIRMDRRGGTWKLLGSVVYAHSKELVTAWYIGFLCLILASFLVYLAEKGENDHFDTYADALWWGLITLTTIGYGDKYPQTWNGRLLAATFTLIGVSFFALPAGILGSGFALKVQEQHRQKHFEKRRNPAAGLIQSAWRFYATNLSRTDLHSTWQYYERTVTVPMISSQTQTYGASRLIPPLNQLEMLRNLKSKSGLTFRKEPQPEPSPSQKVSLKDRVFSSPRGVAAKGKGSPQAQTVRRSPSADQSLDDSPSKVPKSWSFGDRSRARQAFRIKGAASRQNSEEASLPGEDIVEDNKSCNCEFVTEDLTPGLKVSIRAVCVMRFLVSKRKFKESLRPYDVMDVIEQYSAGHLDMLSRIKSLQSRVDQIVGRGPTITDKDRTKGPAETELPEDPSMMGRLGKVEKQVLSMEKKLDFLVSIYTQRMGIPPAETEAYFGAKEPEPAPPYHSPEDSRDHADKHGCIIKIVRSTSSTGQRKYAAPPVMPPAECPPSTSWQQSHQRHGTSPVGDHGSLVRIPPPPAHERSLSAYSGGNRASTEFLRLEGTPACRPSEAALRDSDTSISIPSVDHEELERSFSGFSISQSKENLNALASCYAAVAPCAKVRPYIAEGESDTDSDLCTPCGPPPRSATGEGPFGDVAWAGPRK
Active calls of the source: *.

`CN(C)c1ccc(NC(=O)CN2CCN(S(=O)(=O)c3cc(Cl)ccc3Cl)CC2)cc1` gave STK33 inh -0.7, Kir21 block -0.1 and KCNQ2 inh inactive.
For CC(=O)c1c(C)[nH]c(C(=O)NCCc2c[nH]c3ccccc23)c1C the results were STK33 inh 0.1, Kir21 block -0.37 and KCNQ2 inh inactive.
For Cc1nnc(SCC(=O)N2c3ccccc3Sc3ccccc32)n1N the results were STK33 inh -0.9, Kir21 block -0.43 and KCNQ2 inh inactive.
Screening O=C(NC1CCCCC1)Sc1ccc(Cl)cc1 returned STK33 inh -1.3, Kir21 block -1.4 and KCNQ2 inh inactive.
Screening N#CC(c1ccc(O)cc1)N1CCCCC1 (stereo not given) returned STK33 inh -1.4, Kir21 block 0.8 and KCNQ2 inh inactive.
`CCOCCCNC(=O)Cc1ccc(Br)cc1` gave STK33 inh -0.2, Kir21 block 1.17 and KCNQ2 inh inactive.
`CC(=O)c1cccc(NS(=O)(=O)N(C)C)c1` gave STK33 inh 0.3, Kir21 block 1.57 and KCNQ2 inh inactive.
`COc1cc(OC)c(OC)cc1CN1CCN(Cc2cccc(F)c2)CC1` gave STK33 inh -2.5, Kir21 block 0.96 and KCNQ2 inh inactive.
Screening Cc1cc(Nc2ccccc2)n(CCC#N)n1 returned STK33 inh -1.0, Kir21 block -0.45 and KCNQ2 inh inactive.
`COc1cc(C(=O)N(Cc2cccnc2)Cc2cc3cc4c(cc3[nH]c2=O)OCCO4)cc(OC)c1OC` gave STK33 inh -0.6, Kir21 block 0.52 and KCNQ2 inh inactive.
`O=C1N=c2ccccc2=C1c1c(O)[nH]c2c(C(F)(F)F)cccc12` gave STK33 inh -0.7, Kir21 block -2.03 and KCNQ2 inh inactive.
COc1cc(OC)c(C(=O)Nc2cccc(C(C)=O)c2)cc1OC was read as STK33 inh -0.3, Kir21 block -0.93 and KCNQ2 inh inactive.
CS(=O)(=O)N(CC(=O)N1CCCC1)c1ccccc1F was read as Kir21 block 1.97 and KCNQ2 inh inactive.
Screening Cc1ccc(C2C=C(c3ccccc3OC(F)F)Nc3ncnn32)cc1 (stereo not given) returned STK33 inh 1.2, Kir21 block 0.28 and KCNQ2 inh inactive.
CC(=O)c1cccc(NC(=O)c2ccc(Br)o2)c1 was read as STK33 inh 7.1, Kir21 block 2.74 and KCNQ2 inh inactive.
Screening CC(Sc1nnc2ccccn12)C(=O)Nc1ncc(Cl)cc1Cl (stereo not given) returned STK33 inh -1.4, Kir21 block -0.67 and KCNQ2 inh inactive.
`O=S(=O)(c1ccccc1)c1nc(-c2cccs2)oc1NCC1CCCO1` (stereo not given) gave STK33 inh 0.3, Kir21 block -1.18 and KCNQ2 inh inactive.
For Cc1c(C)n(Cc2ccccc2)c2ncnc(NCCCO)c12 the results were STK33 inh -1.4, Kir21 block -1.51 and KCNQ2 inh inactive.
For Cc1cccc(-c2nc3ccccc3c(=O)n2NC(=S)N(C)C)c1 the results were STK33 inh -1.9, Kir21 block 1.29 and KCNQ2 inh inactive.
`COc1cc(NC(=O)c2cc3c(CO)cnc(C)c3oc2=Nc2cccc(C(N)=O)c2)cc(OC)c1` gave STK33 inh -0.6, Kir21 block 1.81 and KCNQ2 inh inactive.

Sorted by molecular weight (rising): part of the list above
Screening N#CC(c1ccc(O)cc1)N1CCCCC1 (stereo not given) returned STK33 inh -1.4, Kir21 block 0.8 and KCNQ2 inh inactive.
`CCOCCCNC(=O)Cc1ccc(Br)cc1` gave STK33 inh -0.2, Kir21 block 1.17 and KCNQ2 inh inactive.
For Cc1c(C)n(Cc2ccccc2)c2ncnc(NCCCO)c12 the results were STK33 inh -1.4, Kir21 block -1.51 and KCNQ2 inh inactive.
For CC(=O)c1c(C)[nH]c(C(=O)NCCc2c[nH]c3ccccc23)c1C the results were STK33 inh 0.1, Kir21 block -0.37 and KCNQ2 inh inactive.
COc1cc(OC)c(C(=O)Nc2cccc(C(C)=O)c2)cc1OC was read as STK33 inh -0.3, Kir21 block -0.93 and KCNQ2 inh inactive.
`O=C1N=c2ccccc2=C1c1c(O)[nH]c2c(C(F)(F)F)cccc12` gave STK33 inh -0.7, Kir21 block -2.03 and KCNQ2 inh inactive.
For Cc1cccc(-c2nc3ccccc3c(=O)n2NC(=S)N(C)C)c1 the results were STK33 inh -1.9, Kir21 block 1.29 and KCNQ2 inh inactive.
For Cc1nnc(SCC(=O)N2c3ccccc3Sc3ccccc32)n1N the results were STK33 inh -0.9, Kir21 block -0.43 and KCNQ2 inh inactive.
`COc1cc(C(=O)N(Cc2cccnc2)Cc2cc3cc4c(cc3[nH]c2=O)OCCO4)cc(OC)c1OC` gave STK33 inh -0.6, Kir21 block 0.52 and KCNQ2 inh inactive.

Next section.
For CCN(CC)S(=O)(=O)c1ccc(S(=O)(=O)N2CCCC2)cc1 the results were STK33 inh -0.4, Kir21 block 1.84 and KCNQ2 inh inactive.
`O=C(O)CN1C(=O)NC2(CCc3ccccc32)C1=O` (stereo not given) gave STK33 inh -0.5, Kir21 block -0.01 and KCNQ2 inh inactive.
`CCOC(=O)c1[nH]c(C)c(C(=O)N2CCN(c3ccc(F)cc3)CC2)c1C` gave STK33 inh 0.1, Kir21 block -0.03 and KCNQ2 inh inactive.
Screening CCc1ccc(OCC(=O)Nc2nnc(-c3ccco3)s2)cc1 returned STK33 inh 0.7, Kir21 block 0.31 and KCNQ2 inh inactive.
For CN(C(=O)n1cnc2ccccc21)c1ccccc1 the results were STK33 inh 2.4, Kir21 block 1.25 and KCNQ2 inh inactive.
Screening COc1cccc(/C=N/NC(=O)C(C)n2nnc3ccccc32)c1 (stereo not given) returned STK33 inh -0.7, Kir21 block -0.21 and KCNQ2 inh inactive.
Screening CCC/S(C)=N/S(=O)(=O)c1ccc(C)cc1 (stereo not given) returned STK33 inh -1.1, Kir21 block 0.01 and KCNQ2 inh inactive.
`COc1cccc2c(C)cc(N3CCCCCC3)nc12` gave STK33 inh 0.0, Kir21 block -0.19 and KCNQ2 inh inactive.
`Cc1cnc(C)c(N2CCN(Cc3nc(-c4cccc(F)c4F)oc3C)CC2)n1` gave STK33 inh -0.6, Kir21 block 0.75 and KCNQ2 inh inactive.
`CCOc1ccc(N(CC(=O)NCCSCc2ccc(C)cc2)S(C)(=O)=O)cc1` gave STK33 inh -0.6, Kir21 block -0.09 and KCNQ2 inh inactive.
Screening COc1cc(OC)c2cc[nH]c2c1 returned STK33 inh 3.2, Kir21 block 1 and KCNQ2 inh inactive.
O=C(COc1ccccc1)N1CCN(c2ccc([N+](=O)[O-])c(N3CCCCC3)c2)CC1 was read as STK33 inh -0.8, Kir21 block 1 and KCNQ2 inh inactive.
Cn1c(N)c(C(=O)COC(=O)CCCc2nc3ccccc3s2)c(=O)n(C)c1=O was read as STK33 inh 0.4, Kir21 block 1.17 and KCNQ2 inh inactive.
CN(C)CCn1c2c(c(SCC(=O)Nc3ccccc3C(F)(F)F)nc1=O)CCCC2 was read as STK33 inh -1.8, Kir21 block -1.39 and KCNQ2 inh inactive.
Screening CCOC(=O)c1[nH]c(C)c(C(=O)N2CCN(c3ccccc3)CC2)c1C returned STK33 inh 1.2, Kir21 block 0.09 and KCNQ2 inh inactive.
For CCCCC(C(=O)OCC)C(N)Cc1ccc(F)cc1 (stereo not given) the results were STK33 inh -1.7, Kir21 block -4.68* and KCNQ2 inh inactive.
For CCN=C1S/C(=C\c2ccc(OCC)c(OC)c2)C(=O)N1CC the results were STK33 inh 0.3, Kir21 block 0.98 and KCNQ2 inh inactive.
`O=S(=O)(Nc1ccc(Cl)nn1)c1ccccc1` gave STK33 inh -2.2, Kir21 block 1.74 and KCNQ2 inh inactive.
For Cn1c(SCc2c(Cl)cccc2Cl)nnc1-c1ccc2nonc2c1 the results were STK33 inh -2.2, Kir21 block -1.99 and KCNQ2 inh inactive.
COC(=O)c1ccc(C(C(=O)NC2CCCCC2)N(Cc2ccccc2)C(=O)Cc2cccs2)cc1 (stereo not given) was read as STK33 inh 8.6, Kir21 block -0.95 and KCNQ2 inh inactive.
`CCOC(=O)C(CC)Sc1nc2c(c(=O)[nH]c(=O)n2C)n1C/C=C(/C)Cl` (stereo not given) gave STK33 inh -1.7, Kir21 block -2.36 and KCNQ2 inh inactive.
O=C(Nc1ccc(OC(F)(F)F)cc1)Oc1ccccc1N1CCOCC1 was read as STK33 inh -3.3, Kir21 block -0.37 and KCNQ2 inh inactive.
For CN(C)c1cccc(C(=O)OCc2cc(=O)oc3cc(O)ccc23)c1 the results were STK33 inh 1.1, Kir21 block 0.88 and KCNQ2 inh inactive.
For CCN(C(=O)C1CCN(S(=O)(=O)c2ccc3c(c2)oc(=O)n3C)CC1)c1cccc(C)c1 the results were STK33 inh -4.1, Kir21 block -0.01 and KCNQ2 inh inactive.
O=C(CN1C(=O)COc2ccc(Cl)cc21)N1CCc2ccccc21 was read as STK33 inh 4.8, Kir21 block -0.06 and KCNQ2 inh inactive.
For O=C(Nc1ccccc1Cl)c1ccc(S(=O)(=O)NCC2CCCO2)cc1 (stereo not given) the results were STK33 inh -1.1, Kir21 block 0.88 and KCNQ2 inh inactive.
Screening Clc1ccc(SCCn2ccnc2)cc1 returned STK33 inh -0.2, Kir21 block -0.08 and KCNQ2 inh inactive.
Screening COc1cc(NC(=S)NNC(=O)C(C)(C)O)cc(OC)c1 returned STK33 inh 0.5, Kir21 block 0 and KCNQ2 inh inactive.
For Cc1ccc(NC(=O)CNC(=O)N2CC(=O)Nc3ccccc32)cc1F the results were STK33 inh -0.1, Kir21 block 0.09 and KCNQ2 inh inactive.
`Cc1cc(C)c(C#N)c(SCc2ccccc2C(=O)O)n1` gave STK33 inh 1.4, Kir21 block 1.86 and KCNQ2 inh inactive.
Screening Cc1ccc(C(=O)OCCN2CCN(c3ncc(C(F)(F)F)cc3Cl)CC2)cc1 returned STK33 inh -0.1, Kir21 block 0.62 and KCNQ2 inh inactive.
Screening CN(CC(=O)Nc1cccc2c1CCCC2)S(=O)(=O)c1ccc(Cl)cc1 returned STK33 inh 1.7, Kir21 block -1.84 and KCNQ2 inh inactive.
COC(=O)COc1ccc(S(=O)(=O)Nc2cc([N+](=O)[O-])ccc2C)cc1 was read as STK33 inh -1.0, Kir21 block -2.04 and KCNQ2 inh inactive.
`CCOC(=O)[C@@H]1C(c2c(OC)cc(OC)cc2OC)=NO[C@@H]1C(=O)OCC` gave STK33 inh 1.7, Kir21 block 2.49 and KCNQ2 inh inactive.
For CC(C)N1C/C(=C/c2ccsc2)C(=O)/C(=C/c2ccsc2)C1 the results were STK33 inh 7.4, Kir21 block -0.15 and KCNQ2 inh inactive.
Screening Cn1c(N/N=C/c2cccs2)nc2c1c(=O)n(Cc1ccccc1)c(=O)n2C returned STK33 inh -0.3, Kir21 block -2.14 and KCNQ2 inh inactive.
`CC1CN(CC(=O)Nc2ccc(Br)cn2)CC(C)O1` (stereo not given) gave STK33 inh 0.9, Kir21 block -0.05 and KCNQ2 inh inactive.
For O=C(NCc1ccccc1Cl)c1csc2c1CCCCC2 the results were STK33 inh -1.7, Kir21 block -1.43 and KCNQ2 inh inactive.
Screening CC1(C)CC(=O)C2=C(C1)OC1=C(C2)C(=O)CC(C)(C)C1 returned STK33 inh -1.8, Kir21 block -0.67 and KCNQ2 inh -6.03*.
For O=C(NCCOCCOCCNC(=O)c1ccccc1)c1ccccc1 the results were STK33 inh -1.9, Kir21 block 0.45 and KCNQ2 inh inactive.
`Nc1nc(NC(=O)C(Cl)(Cl)Cl)nn1-c1ccccc1` gave STK33 inh 0.5, Kir21 block -0.29 and KCNQ2 inh inactive.
`CC1(C)CC2CC(C)(CN2S(=O)(=O)c2cccc(C(=O)OCC(N)=O)c2)C1` (stereo not given) gave STK33 inh -0.1, Kir21 block -0.25 and KCNQ2 inh inactive.
CC(=O)Nc1ccc(-c2csc(-c3cccnc3)n2)cc1 was read as STK33 inh -2.2, Kir21 block -0.94 and KCNQ2 inh inactive.
For O=C1CCc2cc(S(=O)(=O)N3CCC(C(=O)NCc4ccccn4)CC3)ccc2N1 the results were STK33 inh 0.3, Kir21 block -0.55 and KCNQ2 inh inactive.
Screening COc1ccc(-c2nc(C)sc2CC(=O)O)cc1OC returned STK33 inh 1.0, Kir21 block 0.56 and KCNQ2 inh inactive.
`COc1ccc(-c2cc(=O)oc3cc(OC(C)C(=O)Nc4ccc(CN5CCOCC5)cc4)ccc23)cc1` (stereo not given) gave STK33 inh 1.1, Kir21 block 0.01 and KCNQ2 inh inactive.
Screening Cn1c(SCC(=O)NCc2ccc3c(c2)OCO3)nnc1-c1c[nH]c2ccccc12 returned STK33 inh -1.0, Kir21 block 1.57 and KCNQ2 inh inactive.
`Cc1cc(S(=O)(=O)NCCc2ccccc2)c(C)s1` gave STK33 inh 0.6, Kir21 block -4.04 and KCNQ2 inh inactive.
`Cc1cc(=O)oc2c(CN(CC(C)C)CC(C)C)c(O)ccc12` gave STK33 inh -0.3, Kir21 block -0.62 and KCNQ2 inh inactive.
CCCC(=O)NC(c1ccccc1OC)c1ccc2cccnc2c1O (stereo not given) was read as STK33 inh -0.3, Kir21 block 1.06 and KCNQ2 inh inactive.
Screening CC(C)N(Cc1ccccc1)C(=O)c1ccc2c(c1)OCO2 returned STK33 inh -0.2, Kir21 block -0.9 and KCNQ2 inh inactive.
`Cc1ccccc1N(CC(=O)N1CCOCC1)S(C)(=O)=O` gave STK33 inh 1.4, Kir21 block -2.44 and KCNQ2 inh inactive.
`O=C(c1cccc(C(F)(F)F)c1)C1CCCN(C(=O)CCc2cnccn2)C1` (stereo not given) gave STK33 inh -0.1, Kir21 block 0.75 and KCNQ2 inh inactive.
Screening CCn1cc(/C=N\NC(=O)c2c[nH]c3ccccc23)c(C)n1 returned STK33 inh 0.5, Kir21 block 0.01 and KCNQ2 inh inactive.
